# Tn7 DDE FP = inhibitors of Tn7 peptide binding to human fibrin DD(E). P02675. FP displacement of FITC-Tn7 peptide from fibrin DD(E); 0% = median of compound wells per plate. inhibition, % at 8.3 µM. 0.13% of 370,000 active. AID 720508;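 active = inhibition above the mean of compounds falling within the control limits plus 3 SD of them, cut at about 14% in these data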;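 note: 0% = plate median of compound wells and 100% = 10 µM Aha-Tn7 peptide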
#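 System: human fibrin DD(E); quantity: Fibrin-DD(E) at 2 µM final; also added: fluorescent Tn7 probe at 0.1 µM; compound dosing: single nominal test concentration of 8.3 µM per compound; schedule: 10 min preincubation, 3 h with tracer, room temperature; detection: fluorescence polarization of the labelled Tn7 tracer; repeats: one replicate per compound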
# proKLK7 act = proKLK7 (human) activation, primary screen. 0.9% of 370,000 active. purified proKLK7, EDANS-DABCYL substrate fluorescence; 100% is mature enzyme control, 0% vehicle. P49862. activation, % at 7 µM;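 active = activation above the mean of all tested compounds plus 3 SD, computed per campaign excluding outliers beyond control limits, cut at about 13% in these data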
# Target sequence (P49862 whole entry, looked up): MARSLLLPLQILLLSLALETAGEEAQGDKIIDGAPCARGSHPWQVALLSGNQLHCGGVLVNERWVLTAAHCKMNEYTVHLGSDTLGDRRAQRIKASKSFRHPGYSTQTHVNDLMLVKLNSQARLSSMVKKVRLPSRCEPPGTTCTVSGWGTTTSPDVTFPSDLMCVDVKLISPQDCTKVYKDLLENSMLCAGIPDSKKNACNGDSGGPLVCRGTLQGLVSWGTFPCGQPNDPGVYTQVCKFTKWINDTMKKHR
# sPLA2-III inh = Inhibits HGIII-sPLA2 liposome hydrolysis, primary screen; Q9NZ20; QFRET BODIPY PC-A2 liposome hydrolysis, fluorescence; inhibition, % at 12.2 µM; 0.56% of 370,000 active; AID 743126;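 active = inhibition above mean plus 3 SD of compounds lying within the high and low control bounds, cut at about 19% in these data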;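 note: 0% = median of test compound wells and 100% = no enzyme DMSO wells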
# UHRF1 MBD2 ctr = human UHRF1 methylated DNA binding inhibitors. Q96T88. UHRF1 binding to methylated oligo, TR-FRET. inhibition, % at 4.4 µM. 0.75% of 370,000 active. AID 687016; in the data active = inhibition above about 21%;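 note: UHRF1 SRA domain binding a hemimethylated CpG hairpin DNA probe; 0% = median of test compound wells and 100% = reference inhibitor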
# DDE Tn6 FP inh = DD(E)-Tn6 binding inhibition, primary FP screen. 0.21% of 370,000 active. P02675. Fibrin DD(E) TRITC-Tn6 fluorescence polarization displacement. inhibition, % at 8.3 µM;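 active = inhibition above a per-campaign cutoff: mean of compounds within control limits plus 3 SD, cut at about 15% in these data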;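 note: 0% = median of all compound wells on the plate and 100% = blocking peptide control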
# ASAP1 GAP inh = blocks human ASAP1-stimulated Arf1 GTP hydrolysis; GDP FP detection; inhibition, % at 16.5 µM; 0.19% of 360,000 active; AID 624377; in the data active = inhibition above about 25%;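 note: 0% = vehicle with enzyme and substrate and 100% = no enzyme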
# Target sequence (Q9ULH1 325-724 limits assumed): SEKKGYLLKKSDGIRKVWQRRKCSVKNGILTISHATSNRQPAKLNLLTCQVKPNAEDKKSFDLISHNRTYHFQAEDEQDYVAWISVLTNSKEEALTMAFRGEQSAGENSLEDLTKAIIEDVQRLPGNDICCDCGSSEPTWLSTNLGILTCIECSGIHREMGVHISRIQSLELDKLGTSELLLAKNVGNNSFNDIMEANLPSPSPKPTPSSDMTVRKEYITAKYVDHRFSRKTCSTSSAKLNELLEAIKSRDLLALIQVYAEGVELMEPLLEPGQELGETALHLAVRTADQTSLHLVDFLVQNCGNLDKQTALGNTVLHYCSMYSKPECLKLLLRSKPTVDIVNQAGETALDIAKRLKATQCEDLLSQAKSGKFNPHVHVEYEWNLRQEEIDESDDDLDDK
# PLC-gamma1 inh = inhibitors of human phospholipase C gamma1; P19174; purified PLC-gamma1, fluorogenic substrate, fluorescence; inhibition, % at 12.2 µM; 0.84% of 370,000 active; in the data active = inhibition above about 9.5%
# NR1D1 modulator = Rev-erb alpha (human) modulation; AID 1259318; activity, % at 10 µM; P20393; Rev-erbα–FITC-DNA binding, fluorescence polarization, 90 min; 0.79% of 370,000 active;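 active = activity above about 14%, limit read from the data; passing the limit was not always enough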;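 note: 0% = DMSO wells with 35 nM protein and 100% = DMSO wells with 750 nM protein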
# ARFGAP1 inh = inhibits rat ARF GTPase activating protein 1; 0.26% of 360,000 active; Q62848; AID 651572; Arfgap1-stimulated ARF1 GTP hydrolysis, GDP FP detection; inhibition, % at 16.5 µM;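 active = inhibition above a per-plate limit, mean inhibition of low control wells plus 3 SD, cut at about 25% in these data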;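 note: 0% = DMSO wells with enzyme and 100% = wells lacking Arfgap1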
# Target sequence (Q62848 1-136 limits assumed): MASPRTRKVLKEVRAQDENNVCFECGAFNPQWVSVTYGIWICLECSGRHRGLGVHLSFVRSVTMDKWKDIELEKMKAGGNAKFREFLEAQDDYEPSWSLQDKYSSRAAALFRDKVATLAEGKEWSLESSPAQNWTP
#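 Material: rat Arfgap1 catalytic domain, aa 1-136; also added: human ARF1(Δ1-17)-GTP substrate; compound dosing: one concentration, 16.5 µM, DMSO 1.26%; incubation: GTP hydrolysis reaction 2 h at 25 °C; measured by: Tracer-displacement fluorescence polarization with EDTA stop, 620/688 nm; evaluation: % inhibition from polarization; repeats: one replicate per compound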
# PLC-beta3 inh = blocks human PLC-beta3 enzyme activity; Purified PLC-beta3, fluorogenic substrate, fluorescence; 0.18% of 370,000 active; inhibition, % at 12.2 µM; AID 720704; Q01970; in the data active = inhibition above about 11%;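 note: 0% = median of compound wells on plate and 100% = full blocker control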
# * marks the source's active call; other numbers are inactive results; & = joins results of further samples.
no.	SMILES	Tn7 DDE FP	proKLK7 act	sPLA2-III inh	UHRF1 MBD2 ctr	DDE Tn6 FP inh	ASAP1 GAP inh	PLC-gamma1 inh	NR1D1 modulator	ARFGAP1 inh	PLC-beta3 inh
1	Cc1ccc(-c2nc(CS(=O)(=O)CC(=O)NC3CCCCCC3)c(C)o2)cc1	5	-0.3	0	4	4	6	2	-1	11	-8
2	CC(=O)Nc1ccc2c(c1)Cc1c-2cc(Cl)c(NC(C)=O)c1Cl	3	-0.5	0	-2	-2	-12	0	0	5	2
3	COC(=O)C1=C(C)N(Cc2ccccc2C(F)(F)F)C(=NCc2ccccc2C(F)(F)F)NC1c1ccc(Cl)cc1 (centres undefined)	1	-0.7	-4	-2	6	12	3	-1	3	3
4	O=C(NCc1ccco1)C1CCN(S(=O)(=O)N2CCC3(CC2)OCCO3)CC1	4	0.1	-5	0	-1	-14	-10	7	0	3
5	O=C(Nc1ncccc1O)C1CCN(S(=O)(=O)c2ccc3ccccc3c2)CC1	10	-0.1	-39	-2	6	3	1	-2	-2	-6
6	Cc1ccc(SCCN2CCN(C)CC2)cc1	-3	-0.2	-2	-2	1	-8	1	-2	-3	-2
7	O=C(O)C1CCCN1S(=O)(=O)c1ccc(Cl)cc1 (centres undefined)	0	-0.4	-5	0	2	-5	2	2	8	-4
8	CC1CCCCN1CCNc1nc(=S)[nH]c2ccccc12 (centres undefined)	8	-0.5	11	1	11	-11	-1	-1	1	2
9	O=[N+]([O-])c1ccc(CN2CC(N3CC=CC3)CS2(=O)=O)cc1 (centres undefined)	2	0.0	7	0	2	-1	2	-3	16	1
10	O=C(Nc1ccc2c(c1)OCO2)c1ccc2sc([C@@H]3O[C@H](CO)[C@H](O)[C@H](O)[C@H]3O)nc2c1	2	0.6	11	1	-4	-8	3	5	4	-3
11	O=C(Nc1ccc(S(=O)(=O)Nc2ncccn2)cc1)C(F)(F)F	8	-0.7	4	19	1	-5	1	5	5	-8
12	O=C(CSc1nnc(-c2ccc(O)cc2)n1Cc1ccco1)N1CCc2ccccc2C1	3	0.9	-15	-1	9	-2	1	1	5	3
13	O=C(CCc1nnc(CCCCc2ccccc2)o1)N1CCCCC1CCO (centres undefined)	4	-0.1	6	5	-2	2	3	0	10	-6
14	COc1ccccc1CNS(=O)(=O)c1cc(C(=O)NCc2ccccn2)c(Cl)cc1Cl	9	0.6	-6	-1	-6	1	1	-3	9	-7
15	CCOC(=O)N1CCN(CC(c2ccccc2)c2ccccc2)CC1	8	0.3	0	-2	-3	-4	0	2	-8	-6
16	O=C(NCCCN1CCOCC1)c1cccc(S(=O)(=O)Nc2cc(Cl)ccc2Cl)c1	2	0.4	-4	-4	-3	-9	5	6	-4	-5
17	CN(c1ccc(C(=O)Nc2ccc(S(=O)(=O)N3CCCC3)cc2)cc1)S(C)(=O)=O	-3	-0.1	-12	1	-3	6	1	1	14	2
18	COC(=O)[C@]12CCCCC=C1N(Cc1ccco1)C(=O)[C@H](CC(=O)NCc1cccc3ccccc13)C2	-2	0.1	-5	0	-12	-3	2	2	-4	2
19	COc1cc(C(=O)OC(C)CN2CCOCC2)cc(OC)c1OC (centres undefined)	-5&-7	-0.2&-0.4	0&1	-2&0	-5&-8	-4&-6	0&-1	0&0	4&9	2&-5
20	COc1ccc(-c2nc(N3CCCCCC3)sc2C(=O)c2ccccc2)cc1	5	-1.2	-1	-1	2	1	-30	2	8	-43
21	CCCCn1c(N)c(N(CC)C(=O)c2cc(C)cc(C)c2)c(=O)[nH]c1=O	0	0.5	8	2	-2	0	1	-3	-1	-5
22	Cn1cc(Cl)c(C(=O)N2CCN(c3ncccn3)CC2)n1	-2	0.5	4	-1	-4	13	-2	0	16	-3
23	CCOc1ccc(S(=O)(=O)N2CCC(c3ccccc3)CC2)cc1C(=O)O	1	0.0	1	1	2	-5	-1	-1	-5	-9
24	COc1ccc(CN(C)C(=O)C(CCSC)NS(=O)(=O)c2ccc3c(c2)OCCO3)c(OC)c1OC (centres undefined)	0	0.8	1	1	1	18	4	9	-9	-6
25	Cc1nc2sccn2c(=O)c1S(=O)(=O)Nc1cccc(Cl)c1C	3	-0.3	-3	1	-7	-12	1	2	-4	-4

# Further structures follow:
no.	SMILES	Tn7 DDE FP	proKLK7 act	sPLA2-III inh	UHRF1 MBD2 ctr	DDE Tn6 FP inh	ASAP1 GAP inh	PLC-gamma1 inh	NR1D1 modulator	ARFGAP1 inh	PLC-beta3 inh
26	CCOC(=O)c1ccc(NC(=O)CSc2nnc(NC(=O)c3ccc(S(=O)(=O)N4CCOCC4)cc3)s2)cc1	4	-0.1	12	5	0	8	-1	-4	3	4
27	O=C(NCc1cccs1)C1CCN(S(=O)(=O)c2ccc(Br)s2)CC1	0	0.9	-14	-2	-2	14	4	-1	5	2
28	CCN1C=CC(=C2C(=O)c3ccccc3C2=O)C=C1	2	-0.3	1	-10	4	-1	-4	-1	1	-1
29	O=C(OCc1ccccc1)Oc1cncc(C(=O)O)c1	-6	-0.1	3	1	-1	-13	2	-4	8	-10
30	O=c1[nH]c2ccccc2c2cn(-c3ccccc3)nc12	6	0.9	-1	-3	7	-9	-15	-7	-5	-16
31	CSc1nc(C)cc(Oc2ccc(=O)n(C)n2)n1	-9	-0.5	5	0	-6	9	9	2	1	4
32	CCc1ccc(N2CC(C(=O)Nc3nc4ccc(S(C)(=O)=O)cc4s3)CC2=O)cc1 (centres undefined)	-5	0.0	-16	0	-4	-2	3	-2	7	3
33	Cc1nc2cc(NC(=O)Nc3nccs3)ccc2n1C	-5	0.3	4	0	-6	4	3	1	7	0
34	COc1ccc(C(C)=O)cc1CN1CCCCC1	1	0.6	-3	-3	7	1	-4	-6	-1	-4
35	COc1ccc(C(NC(=O)C2C3C=CC(C3)C2C(=O)O)c2ccccc2)cc1 (centres undefined)	3	1.0	1	0	-7	1	0	-1	-4	-5
36	O=C(Nc1ccn(CCCNCC(c2ccccc2)c2ccccc2)c(=O)n1)OCc1ccccc1	6	0.2	-15	1	-6	-4	3	0	2	7
37	COc1ccc(N2CCN(S(=O)(=O)CCNS(=O)(=O)c3ccccc3)CC2)cc1	-3	0.6	-9	-4	2	5	1	1	-1	-2
38	O=C(Nc1cccc2[nH]ncc12)NS(=O)(=O)c1ccccc1	3	-0.8	8	1	60*	1	-17	-5	1	-24
39	CC(CNC(=O)c1cc(COc2c(F)cccc2F)on1)c1ccccc1 (centres undefined)	2	-0.3	-13	-2	0	-14	-1	-2	-26	-6
40	Cc1cc(NC(=O)c2c(Cl)c(C)nn2C)no1	-2	0.3	6	-1	2	-5	3	3	-6	2
41	COc1cc(C(=O)NNC(=O)/C=C/c2ccccc2)cc(OC)c1OC	-1	-0.8	7	-2	-3	8	-1	9	-1	-4
42	Cc1cc(C)n(-c2ccc(C(=O)OCc3nnc(-c4ccccc4)o3)cc2)n1	-4	0.4	3	5	-7	19	0	2	1	-8
43	COc1ccc(C(=O)CSc2nc(N)nc(SC)c2C#N)cc1	-2	-0.8	-21	0	9	-6	4	8	18	1
44	O=c1c2ccccc2n(Cc2cccc(F)c2)c(=O)n1C1CCCC1	3	0.5	8	3	1	-5	0	2	14	5
45	Cc1c(Cc2ccccc2)c(=O)oc2cc(OCC(=O)N3CCC(C(=O)O)CC3)ccc12	5	2.8	0	0	1	7	-123	7	-20	-163
46	O=C(NC1CC1)c1sc2cc(Cl)ccc2c1Cl	3	-0.7	2	-3	10	6	4	-4	1	-6
47	COCc1cc(C)nc(SCC(=O)Oc2ccccc2)c1C#N	-4	1.8	0	-1	-1	5	-107	3	-7	-162
48	Cc1ccc(C(C)C)c(OCCNCc2ccccc2)c1	-7	0.5	0	1	-6	2	3	11	7	2
49	C=Cc1ccc(Cn2c(C)c(C(=O)NCc3ccc4c(c3)OCO4)sc2=O)cc1	0	0.5	-9	0	4	-1	-1	-3	-17	-4
50	CCOc1ccc(-c2[nH]ncc2Oc2cccc(OC)c2)c(O)c1	-8	-0.2	-88	1	1	16	2	0	21	1

# As entered above.
# CCc1ccc(N2CC(C(=O)Nc3nc4ccc(S(C)(=O)=O)cc4s3)CC2=O)cc1 (centres undefined) – proKLK7 act = 0.0
# COc1ccc(C(NC(=O)C2C3C=CC(C3)C2C(=O)O)c2ccccc2)cc1 (centres undefined) – Tn7 DDE FP = 3
# O=c1c2ccccc2n(Cc2cccc(F)c2)c(=O)n1C1CCCC1 – UHRF1 MBD2 ctr = 3

# Record cards (already shown). Screens in order: Tn7 DDE FP, proKLK7 act, sPLA2-III inh, UHRF1 MBD2 ctr, DDE Tn6 FP inh, ASAP1 GAP inh, PLC-gamma1 inh, NR1D1 modulator, ARFGAP1 inh, PLC-beta3 inh
# Record of `CCOc1ccc(-c2[nH]ncc2Oc2cccc(OC)c2)c(O)c1` = -8, -0.2, -88, 1, 1, 16, 2, 0, 21, 1
# Record of `O=C(NCc1cccs1)C1CCN(S(=O)(=O)c2ccc(Br)s2)CC1` = 0, 0.9, -14, -2, -2, 14, 4, -1, 5, 2

# (cont.)
no.	SMILES	Tn7 DDE FP	proKLK7 act	sPLA2-III inh	UHRF1 MBD2 ctr	DDE Tn6 FP inh	ASAP1 GAP inh	PLC-gamma1 inh	NR1D1 modulator	ARFGAP1 inh	PLC-beta3 inh
51	COC(=O)c1cc(-c2ccc3c(c2)OCO3)nc2ccccc12	0	2.0	-2	0	2	-3	-180	-3	3	-237
52	O=C(Nc1cc(Cl)ccc1O)C1CCCO1 (centres undefined)	3	0.1	4	-1	5	-11	0	-4	-2	0
53	Cc1ccnc(NS(=O)(=O)c2ccc(NC(=O)C3CCCCC3)cc2)n1	-6	0.9	3	0	-5	16	3	4	5	0
54	O=S(=O)(O)c1cc2onnc2c2ccccc12	-6	-3.1	-2	-1	9	4	-13	-1	10	-12
55	Cc1ccc(NC2=CC(=O)CC(C)(C)C2)cc1F	-7	0.1	-1	-1	6	5	0	1	-3	1
56	CSc1ccccc1NC(=O)Cn1ccsc1=N	1	-0.1	1	-4	-5	-6	0	-5	7	0
57	CC(=O)OCC(=O)[C@@]1(O)CC[C@H]2[C@@H]3CCC4=CC(=O)C=C[C@]4(C)[C@@]3(Cl)[C@@H](Cl)C[C@@]21C	8	0.0	-6	-2	13	-3	4	0	-4	3
58	Cn1ccnc1SCC(=O)c1cccc(Br)c1	-7	-0.3	4	5	3	4	6	0	8	-4
59	O=C(NC1CCCC1)C(=O)N(Cc1cccnc1)C(C(=O)NCc1ccco1)c1ccccc1F (centres undefined)	-4	0.4	-2	-1	2	10	-1	-4	10	-4
60	Nc1nc2ccc(Cl)cc2[nH]1	1	-0.4	13	0	-3	-7	3	2	-3	-2
61	COCc1ccc(O)c2ncccc12	-2	-0.3	5	-3	3	7	1	4	5	-2
62	CC1(C)CC(=O)c2c(oc3ccc(NS(=O)(=O)c4cccc5cccnc45)cc23)C1	1	1.2	-19	0	-5	-1	0	3	4	0
63	COc1ccc(-n2c(SCC(=O)NCC3CCCO3)nc3n[nH]c(C)c3c2=N)cc1 (centres undefined)	-5	0.3	3	0	-4	-14	-2	-6	16	-1
64	O=C(C1CCCO1)N1CCN(S(=O)(=O)c2ccc(F)cc2)CC1 (centres undefined)	-4	0.1	5	0	0	-6	3	-2	-9	-5

# Bioassay records deposited in PubChem by several laboratories.
